High-throughput results deposited in PubChem BioAssay by National Center for Advancing Translational Sciences (NCATS).
TRHR agonist: qHTS for Small Molecule Agonists and Allosteric Enhancers of Human TRH Receptor: Primary Screen for Agonists; TRHR cells, calcium flux fluo-8, FDSS agonist mode; activation, % at 2 µM; 0.18% of 360,000 active; Thyrotropin-releasing hormone receptor (Homo sapiens), P34981; further: 0% is about no effect
Target sequence (P34981 whole entry, looked up): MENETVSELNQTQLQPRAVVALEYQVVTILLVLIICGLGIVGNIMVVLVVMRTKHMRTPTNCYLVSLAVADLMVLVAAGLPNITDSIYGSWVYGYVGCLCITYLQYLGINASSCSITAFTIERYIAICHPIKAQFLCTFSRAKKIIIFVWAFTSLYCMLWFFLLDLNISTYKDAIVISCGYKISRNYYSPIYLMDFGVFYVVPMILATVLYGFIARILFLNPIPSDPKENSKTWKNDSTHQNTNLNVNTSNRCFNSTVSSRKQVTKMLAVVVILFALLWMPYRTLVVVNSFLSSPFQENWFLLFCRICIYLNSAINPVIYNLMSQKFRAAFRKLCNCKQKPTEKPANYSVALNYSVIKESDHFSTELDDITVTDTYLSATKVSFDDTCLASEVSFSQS
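TRHR-expressing cells loaded with fluo-8 calcium dye; 23 nL library compound pin-transferred, kinetic FDSS fluorescence (Ex 480/Em 530) recorded about 180 s for agonist-induced calcium release, before a 10 nM TRH EC20 addition for potentiator mode.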
D1 ag: Allosteric Agonists of the Human D1 Dopamine Receptor: qHTS. D(1A) dopamine receptor (Homo sapiens), P21728. HEK293 T-REx D1 cells, calcium flux, agonist mode. activation, % at 2 µM. 1% of 360,000 active. AID 504660, 2011; further: 0% is about no effect
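Inducible HEK293 T-REx D1 cells, force-coupled to calcium signalling, were plated at 4000 cells/well with tetracycline and held overnight at 30 C. After no-wash calcium dye loading, compound-evoked calcium rise over 180 s flagged agonists.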
TRHR enhancer: qHTS for Small Molecule Agonists and Allosteric Enhancers of Human TRH Receptor: Primary Screen for Enhancers; enhancement, % at 2 µM; Thyrotropin-releasing hormone receptor (Homo sapiens), P34981; 0.66% of 360,000 active; TRHR cells, fluo-8 calcium fluorescence, EC20 TRH enhancement; in the data active means enhancement above about 30%; further: 0% is about no effect
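Enhancer read-out: after compound pinning and an initial kinetic agonist-mode read, an EC20 of TRH (10 nM final) was injected and fluo-8 calcium signal (Ex 480/Em 530) followed at 1 s/cycle for 100 cycles in TRHR-expressing cells.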
D1 antagonist: Antagonist of Human D 1 Dopamine Receptor: qHTS | D(1A) dopamine receptor (Homo sapiens), P21728 | HEK293 TREx D1 cells, calcium flux, dopamine EC80; active compounds read low | activity change, negative = inhibition, % at 10 µM | 3.2% of 360,000 active | AID 504652, 2011; in the data active means activity change below about -30%; further: on the % scale 0 is the no-effect control and ±100 the full control effect
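Tetracycline-induced HEK293 T-REx cells with force-coupled D1 receptor were loaded with a no-wash calcium dye. Compound was added after a 10 s baseline and read kinetically for 180 s; EC80 dopamine was then added and calcium flux followed another 180 s.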
D2 antagonist: HTS Assay for Allosteric Antagonists of the Human D2 Dopamine Receptor: Primary Screen for Antagonists; D(2) dopamine receptor (Homo sapiens), P14416; HEK293 TREx D2 cells, calcium flux, dopamine EC80; inhibition, % at 10 µM; 2% of 340,000 active; in the data active means inhibition above about 30%; further: 0% is about no effect
Target sequence (P14416 whole entry, looked up): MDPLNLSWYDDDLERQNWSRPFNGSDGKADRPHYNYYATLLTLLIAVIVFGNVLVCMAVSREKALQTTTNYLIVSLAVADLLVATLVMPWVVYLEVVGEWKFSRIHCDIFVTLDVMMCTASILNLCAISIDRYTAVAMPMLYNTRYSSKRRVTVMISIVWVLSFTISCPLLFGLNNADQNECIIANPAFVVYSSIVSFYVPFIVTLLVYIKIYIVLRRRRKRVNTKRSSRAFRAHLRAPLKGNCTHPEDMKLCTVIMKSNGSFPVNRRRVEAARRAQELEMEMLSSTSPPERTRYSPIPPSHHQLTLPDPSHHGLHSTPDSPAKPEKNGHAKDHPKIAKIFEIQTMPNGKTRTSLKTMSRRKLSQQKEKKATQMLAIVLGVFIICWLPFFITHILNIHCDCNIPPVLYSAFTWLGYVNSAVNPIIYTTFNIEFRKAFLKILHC
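Compounds are added to dye-loaded, induced HEK293 T-REx cells coupled to calcium release via D2; after a 3 min kinetic read an EC80 dopamine stimulus is given and fluorescence is recorded for 3 more min.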
D1 potentiator: Potentiators of Human D1 Dopamine Receptor: qHTS | D(1A) dopamine receptor (Homo sapiens), P21728 | HEK293 TREx D1 cells, calcium flux, dopamine EC20 potentiation | potentiation, % at 10 µM | 0.036% of 360,000 active | AID 504651, 2011; in the data active means potentiation above about 30%; further: 0% is about no effect
D2 agonist: HTS Assay for Allosteric Agonists of the Human D2 Dopamine Receptor: Primary Screen for Agonists; HEK293 T-REx D2 cells, calcium flux agonist mode; AID 485358, 2010; activation, % at 2 µM; 0.53% of 340,000 active;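 active means activation over 3 SD above normal in the single-dose calcium agonist read, cut at about 30% in these data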; further: 0% is about no effect
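In this primary screen, compounds producing a positive calcium signal within 180 s of addition to tetracycline-induced, force-coupled HEK293 Trex D2 cells are flagged; cells are dye-loaded with a no-wash calcium kit beforehand.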
D2 potentiator: HTS Assay for Positive Allosteric Modulators of the Human D2 Dopamine Receptor: Primary Screen for Potentiators; HEK293 T-REx D2, calcium flux, EC20 dopamine potentiation; 0.34% of 340,000 active; D(2) dopamine receptor (Homo sapiens), P14416; AID 485347, 2010; potentiation, % at 10 µM;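 active means potentiation over 3 SD above the plate norm, cut at about 30% in these data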; further: 0% is about no effect
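Potentiation of an EC20 dopamine calcium response is measured in a force-coupled, tetracycline-inducible Hek293 Trex D2 line. Compound-only kinetic reads over 180 s flag agonists before dopamine addition.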
RXFP1 antagonist: qHTS Assay for Antagonists of the Relaxin Receptor RXFP1 | 0.59% of 350,000 active | AID 1259400, 2018 | activity change, negative = inhibition, % at 57.5 µM | HEK293-RXFP1, relaxin-stimulated cAMP HTRF, 30 min; active compounds read low | Relaxin receptor 1 (Homo sapiens), Q9HBX9;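 active means activity change of -60% or lower, but not beyond a set lower limit; inconclusive means change between -60% and -40%, or beyond the set limit; inactive means change above -40%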; further: on the % scale 0 is the no-effect control and ±100 the full control effect
* marks the source's active call; other numbers are inactive results; u = inconclusive; x = not tested or not shown; & = joins results of further samples. Unless noted, no stated cut-off is given here; in the data, active means activation above about 30%; inactive means the rest.

SMILES	TRHR agonist	D1 ag	TRHR enhancer	D1 antagonist	D2 antagonist	D1 potentiator	D2 agonist	D2 potentiator	RXFP1 antagonist
O=C(O)c1ccc(Cn2cnc3cccnc32)cc1	0.3&0.8	2&-1	-24&6	11&-2	-2	1&0	-1.9&1.3	-6&-4	2
Cc1occc1C(=O)N1CCCc2ccccc21	-0.3	2	-8	-2	x	-3	x	-12	4
CN(C)c1ccc(C2(O)C(=O)c3ccccc3C2=O)cc1	0.1	4	-1	6	-13	-1	-0.7	12	-6
CN1CC(c2ccc(C#N)cc2)C2(COc3ccccc3C2=O)C12C(=O)Nc1ccccc12 (configuration not stated)	0.5	3	-2	4	4	-2	0.6	5	-1
COc1ccc(CCN2CNc3c(c(=O)n(C)c(=O)n3C)C2)cc1	0.3	3	1	-3	1	-3	0.6	9	7
CN(CCc1ccccn1)C(=O)CN(C)S(=O)(=O)c1ccc2c(c1)c(=O)n(C)c(=O)n2C	0.0	1	-2	14	-8	-1	0.1	-1	-10
Cc1cc2c(s1)c1cnn(Cc3cccc(Cl)c3)c(=O)c1n2C	1.2	2	6	-5	x	0	x	x	x
CCOc1cc(N2CCOCC2)c(OCC)cc1NC(=O)C1=NN(c2cccc(C)c2)C(=O)CC1	-0.3	1	2	-6	-4	-6	-0.4	10	-9
O=C(c1ccc(-c2ccccc2Cl)o1)N1CCN(c2ccccc2O)CC1	-0.3	0	5	-9	29	-1	0.0	-7	-2
O=C1c2ccccc2NC(c2ccccc2)N1c1ccc(O)cc1 (configuration not stated)	-1.1	1	-7	-10	7	-1	-0.2	6	-10
Cn1c(=O)c2c(nc(N3CCN(c4ccccc4)CC3)n2CCCc2ccccc2)n(C)c1=O	-3.6	-1	-3	-18	28	-10	1.9	x	-6
O=C(CC1CCCC1)Nc1cc(S(=O)(=O)N2CCOCC2)ccc1O	-0.2	1	6	7	-12	-2	-1.4	8	-8
Cc1ccc2c(c1)C1CN(C)CCC1N2C(=O)c1cccc(S(=O)(=O)N(C)C)c1 (configuration not stated)	0.9	5	4	-7	-3	-7	0.4	2	-10
CC(C)C(=O)Nc1nnc(SCC(=O)NCc2ccc3c(c2)OCO3)s1	0.0	3	-3	12	-5	-3	0.1	5	-8
CC(C)(C)NS(=O)(=O)c1ccc(NS(=O)(=O)Cc2ccccc2)cc1	-0.2	-1	1	-1	-12	-2	0.7	3	-3
COc1ccccc1NC(=O)Cn1c(=O)c(CNc2ccccc2)cc2cc(OC)c(OC)cc21	-0.6	69*	3	2	x	-2	-0.2	6	-2
Nc1cc(Cl)ccc1N1CCOCC1	-0.7	1	-4	6	9	-11	0.2	5	4
CN(C)CCN(Cc1ccco1)C(=O)c1cc2c(s1)-c1ccccc1OC2	0.0	7	1	-70*	x	-4	0.9	-15	-13
CCOC(=O)CSCC(=O)N1CCC(Cc2ccccc2)CC1	-0.8	2	4	-15	14	1	-1.3	13	-3
CC(Cc1ccccc1)C(=O)N[C@@H](CO)Cc1ccccc1 (some centres not stated)	-1.1	-2	20	-4	-12	-1	-1.0	8	x
COc1ccccc1/C=C/C1(C(=O)NC2CCCC2)CC(=O)N1c1ccc(F)cc1 (configuration not stated)	0.2	4	4	-8	-5	-2	-0.2	9	-12
Cc1cc(C)cc(OC(=O)c2cc(-c3ccc4c(c3)OCCO4)on2)c1	0.6	6	-3	-1	x	-2	-1.9	12	x
O=C(Nc1ccc(-n2ccc(C(F)(F)F)n2)cc1)c1cccs1	1.4	4	-4	-27	10	-6	1.4	-1	-6
COC(=O)C(C)Sc1ccc2nnc(-c3ccccc3)n2n1 (configuration not stated)	-0.8	1	0	-3	4	1	-0.6	1	0
CCOC(=O)c1cc(C)sc1N1C(=O)C2C3C=CC(C3)C2C1=O (configuration not stated)	0.2	2	0	-1	2	-3	0.4	-1	12
Cc1ccccc1NC(=O)CN1C(=O)CSc2ccc(S(=O)(=O)N3CCCC3)cc21	-1.9	0	-9	-9	-22	-1	-0.6	-5	20
CCN(CC)c1ccc(N2C(=O)/C(=C/c3ccccn3)SC2=S)cc1	1.0	2	0	-14	6	2	-0.6	-14	9
Cc1cc(OC(C)C(=O)Nc2cccc(-c3nc4ccccc4o3)c2)cc(C)c1Cl (configuration not stated)	-1.2	25	7	-4	x	1	x	2	x
COc1ccc(Cl)cc1NC(=O)COC(=O)CCNC(C)=O	0.3	2	-3	0	-4	-1	0.1	7	-2
CN(C)S(=O)(=O)c1cc(NC(=O)CN2CCOCC2)ccc1Cl	0.2	3	3	10	x	-2	x	x	5
CC1CCN(Cc2c(C(=O)N/N=C/c3cc(Cl)ccc3O)nnn2-c2nonc2N)CC1	1.9	6	-7	-15	0	-6	3.1	30*	-38
O=C(Nc1cnccn1)Nc1cccc(Cl)c1Cl	-0.2	-1	1	-1	-2	-3	-1.7	2	-10
CCC(CC)N1CCN(CCc2ccccc2)C(CCO)C1 (configuration not stated)	0.9	1	7	5	11	-1	1.0	-13	-9
CCn1c(Cc2cccs2)nnc1SCC(=O)NC1CC1	0.9	0	12	10	-7	1	0.5	-2	11
CC1(c2ccccc2Cl)NC(=O)N(CC(=O)NCc2ccco2)C1=O (configuration not stated)	0.0	3	-2	7	2	-4	0.1	10	-11
CC(C)CNC(=O)c1noc2c1CCCC2	-0.4	2	-5	6	20	-5	-0.1	5	x
CCN(Cc1ccccc1)C(=S)Nc1cc(C(=O)OC)ccc1C(=O)OC	-0.8	5	3	-3	-27	5	-2.3	2	x
CN(C(=O)CCN1C(=O)C(C)(C)Nc2ccccc21)c1ccccc1	0.3	4	-5	-12	10	-7	-0.3	0	4
COCCN1CCN(C(=O)C2CCC(=O)N(CCc3ccccc3)C2)CC1 (configuration not stated)	0.8	2	5	4	12	0	0.3	15	3
CC(=O)Nc1ccc(C(=O)OCC(=O)c2ccc(C)c([N+](=O)[O-])c2)cc1	0.2	3	-1	1	-4	-5	-0.6	-6	-7

A run of entries from further up, for reference:
SMILES	TRHR agonist	D1 ag	TRHR enhancer	D1 antagonist	D2 antagonist	D1 potentiator	D2 agonist	D2 potentiator	RXFP1 antagonist
COc1ccc(Cl)cc1NC(=O)COC(=O)CCNC(C)=O	0.3	2	-3	0	-4	-1	0.1	7	-2
CN(C)S(=O)(=O)c1cc(NC(=O)CN2CCOCC2)ccc1Cl	0.2	3	3	10	x	-2	x	x	5
CC1CCN(Cc2c(C(=O)N/N=C/c3cc(Cl)ccc3O)nnn2-c2nonc2N)CC1	1.9	6	-7	-15	0	-6	3.1	30*	-38
O=C(Nc1cnccn1)Nc1cccc(Cl)c1Cl	-0.2	-1	1	-1	-2	-3	-1.7	2	-10
CCC(CC)N1CCN(CCc2ccccc2)C(CCO)C1 (configuration not stated)	0.9	1	7	5	11	-1	1.0	-13	-9
CCn1c(Cc2cccs2)nnc1SCC(=O)NC1CC1	0.9	0	12	10	-7	1	0.5	-2	11
CC1(c2ccccc2Cl)NC(=O)N(CC(=O)NCc2ccco2)C1=O (configuration not stated)	0.0	3	-2	7	2	-4	0.1	10	-11
CC(C)CNC(=O)c1noc2c1CCCC2	-0.4	2	-5	6	20	-5	-0.1	5	x
CCN(Cc1ccccc1)C(=S)Nc1cc(C(=O)OC)ccc1C(=O)OC	-0.8	5	3	-3	-27	5	-2.3	2	x
CN(C(=O)CCN1C(=O)C(C)(C)Nc2ccccc21)c1ccccc1	0.3	4	-5	-12	10	-7	-0.3	0	4
COCCN1CCN(C(=O)C2CCC(=O)N(CCc3ccccc3)C2)CC1 (configuration not stated)	0.8	2	5	4	12	0	0.3	15	3
CC(=O)Nc1ccc(C(=O)OCC(=O)c2ccc(C)c([N+](=O)[O-])c2)cc1	0.2	3	-1	1	-4	-5	-0.6	-6	-7

Back to the main list, repeating the two entries before the break.
SMILES	TRHR agonist	D1 ag	TRHR enhancer	D1 antagonist	D2 antagonist	D1 potentiator	D2 agonist	D2 potentiator	RXFP1 antagonist
COCCN1CCN(C(=O)C2CCC(=O)N(CCc3ccccc3)C2)CC1 (configuration not stated)	0.8	2	5	4	12	0	0.3	15	3
CC(=O)Nc1ccc(C(=O)OCC(=O)c2ccc(C)c([N+](=O)[O-])c2)cc1	0.2	3	-1	1	-4	-5	-0.6	-6	-7
COc1ccc(C(=O)OCC(=O)NCc2ccco2)cc1S(=O)(=O)N1CCN(c2cccc(Cl)c2)CC1	0.3	0	3	x	-3	-3	-0.5	6	-13
CN1CCN(CC(O)COc2ccccc2)CC1 (configuration not stated)	1.6	6	4	-4	33*	2	0.0	8	x
CCO[C@H]1OC(C(=O)N2CCOCC2)=C[C@@H](C2CC2)[C@@H]1CCCO	0.1	-4	1	16	-11	-3	0.3	7	x
CCC(=O)N1CCC2(CC1)Oc1ccc(F)cc1C(=O)C21CC(c2ccc(Cl)cc2)=NO1 (configuration not stated)	-0.2	5	0	-14	-5	-7	0.4	-2	x
O=C(CN1c2ccccc2S(=O)(=O)c2ccccc21)Nc1ccccc1F	-0.2	5	-2	-6	4	10	0.3	-4	8
COc1cccc(CNC(=O)C2CCN(S(=O)(=O)c3cnc[nH]3)CC2)c1	0.5	5	-3	-39*	-25	-1	-1.5	17	-1
CCOc1ccc(C(=O)NCC(=O)N2CCc3ccccc3C2)cc1OCC	-0.5	-1	-14	-5	-10	-5	0.0	-1	-2
COc1ccccc1-c1cc(C(F)(F)F)c(C#N)c(=O)[nH]1	0.8	-1	1	1	-7	-4	-1.0	4	-15
CCOc1ccc(N2C(=O)Nc3ccc(Br)cc3C2(O)C(=O)NCCN(C)C)cc1 (configuration not stated)	-0.6	3	0	-9	18	-3	0.1	-9	-4
Cc1cccc(N(C)S(=O)(=O)c2ccc(-c3cnc(C4CC4)o3)cc2)c1	1.3	9	0	-38*	x	-10	x	x	9
CCOC(=O)N1CCN(CC(=O)c2c[nH]c3ccc(F)cc23)CC1	0.5	8	-6	6	9	-6	-1.6	-6	x
COc1ccc(C(=O)Nc2ncc(C)s2)cc1S(=O)(=O)N1CCCC1	-0.2	5	2	-18	-3	-4	-4.6	0	-12
CC1CCCN(CCOc2ccc3ccccc3c2Br)C1 (configuration not stated)	0.9	-1	1	x	71*	-5	0.1	-27	u

Random draw from the library; any-hit rate near 7.1%.
